# Screening data deposited in PubChem by National Center for Advancing Translational Sciences (NCATS).
# A-T KAP1 phos: potential ataxia-telangiectasia treatment; […] A-T fibroblasts, KAP-1 phosphorylation AlphaLISA; neocarzinostatin DNA damage 30 min before lysis; Potency, µM (series often up to 57.5 µM), without a hit: at the highest dose activation, actives largely listed as activators; 320,000 compounds, 0.19% hits; AID 485349; note: potency is the fitted concentration of half-maximal effect; % of control where 0% means no effect; nearly all actives have a fitted effect of over 45% in size
#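 ATM-like activity read as KAP-1 phosphorylation via AlphaLISA donor/acceptor antibody pairs after lysis and 6 hr at 25C. Cells were ATM-null patient fibroblasts ([…], hTERT), dosed 60 min, then exposed to the DSB inducer NCS for 30 min.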
# TRPV1 agonist: agonists of human vanilloid receptor 1 (TRPV1); TRPV1-expressing cells, Fluo-8 calcium influx, agonist mode; 320,000 compounds, 0.19% hits; activation, % at 8.33 µM; Q8NER1; in the data active = activation above about 80%; inconclusive = between about 30% and that limit; note: 0% is about no effect
# Target sequence (Q8NER1 whole entry, looked up): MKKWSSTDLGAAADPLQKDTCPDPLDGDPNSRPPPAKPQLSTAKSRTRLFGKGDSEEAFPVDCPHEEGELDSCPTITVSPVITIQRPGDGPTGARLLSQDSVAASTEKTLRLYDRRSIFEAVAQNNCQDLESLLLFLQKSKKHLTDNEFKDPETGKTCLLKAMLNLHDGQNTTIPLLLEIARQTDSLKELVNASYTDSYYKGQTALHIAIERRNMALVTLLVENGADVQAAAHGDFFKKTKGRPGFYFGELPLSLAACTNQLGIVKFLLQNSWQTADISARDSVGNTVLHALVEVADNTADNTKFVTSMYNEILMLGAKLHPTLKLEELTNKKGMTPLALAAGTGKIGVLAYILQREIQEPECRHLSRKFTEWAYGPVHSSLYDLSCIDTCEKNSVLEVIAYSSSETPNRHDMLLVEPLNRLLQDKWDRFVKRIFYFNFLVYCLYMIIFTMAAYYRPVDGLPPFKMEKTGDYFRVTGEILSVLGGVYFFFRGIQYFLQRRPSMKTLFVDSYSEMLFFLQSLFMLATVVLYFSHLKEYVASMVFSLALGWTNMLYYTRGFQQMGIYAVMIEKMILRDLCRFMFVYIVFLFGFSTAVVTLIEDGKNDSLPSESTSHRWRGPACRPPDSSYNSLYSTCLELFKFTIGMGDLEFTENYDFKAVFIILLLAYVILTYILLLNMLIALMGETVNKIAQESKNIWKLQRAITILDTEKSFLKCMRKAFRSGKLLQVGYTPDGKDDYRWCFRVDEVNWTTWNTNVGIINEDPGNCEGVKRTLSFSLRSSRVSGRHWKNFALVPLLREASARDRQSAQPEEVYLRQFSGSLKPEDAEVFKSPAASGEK
#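 Cells expressing TRPV1 were dye-loaded with Fluo-8 and read kinetically: 10 s baseline, 3 min after compound (agonist portion), then 2 min after EC20 capsaicin (allosteric enhancer portion). Calcium-bound dye fluorescence at 480/520 nm.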
# MLL CXXC-DNA inh: blocks binding of human MLL CXXC domain to DNA. Q03164. MLL-CXXC / FITC-HOXA9 DNA fluorescence polarization. Potency, µM (doses to about 115 µM), inactives show top-dose activity change, negative = inhibition, actives largely listed as inhibitors. 290,000 compounds, 0.037% hits. AID 2662; active = well fitted inhibition curve with a large enough effect in the polarisation, with a control signal flat, not every such curve was filed as active; inconclusive = small, poorly fitted or top-dose-only effect, or effect the other way, or a change in a side signal; inactive = no such curve, though single readings can be large or run the other way; the % refers to the polarisation; note: potency is the fitted concentration of half-maximal effect
#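 Fluorescence polarization: 7 uM MLL-CXXC (stock) preincubated 5 min with compounds, then 50 nM fluorescein-HOX-A9 DNA (stock) added; 30 min ambient. Buffer 50 mM Tris-HCl pH 7.5, 50 mM NaCl, 1 mM DTT, 0.05% BSA.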
# ELG1 DNA repair: inhibitors of ELG1-dependent DNA repair in HEK293T cells; HEK293T ELG1-luciferase reporter, luminescence, 16 h; DNA damage induced by 5-fluorouridine; Potency, µM (series often up to 46.1 µM), for the others: top-dose activity change, negative = inhibition, actives largely listed as inhibitors; 330,000 compounds, 2.3% hits; AID 504467; note: potency is the fitted concentration of half-maximal effect; % is set by controls: 0 for no effect and ±100 for the full control effect; nearly all actives have a fitted effect of over 55% in size
#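 Cells (2,000 per well) received 5-fluorouridine plus test compound or DMSO and were incubated 16 hr at 37 °C, 5% CO2. Luciferase activity was read by luminescence 30 min after ONE-Glo addition; signal suppression marked inhibition of damage-induced ELG1 function.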
# BRCA1 expr act: activators of BRCA1 expression; MCF7-BRCA1-FFLuc reporter, luminescence, 48 h; response scale: scaled: vehicle 0%, 10 µM genistein 100%; Potency, µM (series often up to 46.1 µM), inactives show at the highest dose activation, usual class: activators; 380,000 compounds, 1.1% hits; note: potency is the fitted concentration of half-maximal effect; nearly all actives have a fitted effect of over 80% in size; some results filed as inactive show a strong effect at the top dose
#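 Luminescence from a BRCA1-driven firefly luciferase in MCF7 cells was read after 48 h compound exposure at 37 C. Data normalized against DMSO and a 10microM genistein activation control, then curve-fitted across the titration.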
# p53 reactivator: mutant p53 re-activation in reporter cells; Potency, µM (titrated, usually from 92.2 µM), without a hit: at the top dose activity change, positive = activation, most hits filed as activators; H1299 p53-A138V BP100-luciferase reporter, luminescence, 24 h; 320,000 compounds, 0.063% hits; note: potency is the fitted concentration of half-maximal effect; % of control where 0% means no effect; nearly all actives have a fitted effect of over 45% in size
#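 H1299 (p53-null), stable ts p53-A138V + BP100-Luc; 1000 cells/well, Opti-MEM/10% FBS; cpd 4 pt, 1:5; 24 h, 37 deg C, 5% CO2; detection reagent 10 min RT; luminescence.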
# TCR activator: activates T cell receptor signaling; primary human leukocytes, anti-CD3, IL-2 HTRF, 48 h; Potency, µM (titrated, usually from 9.22 µM), without a hit: at the highest dose activation of IL-2 secretion, usual class: activators; 330,000 tested, under 10 active; note: % of control where 0% means no effect
#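 Readout: HTRF IL-2, Eu-cryptate/d2 antibody pair, 320nm excitation, 665nm emission. Stimulus: a-CD3 beads, no co-stimulation. Cells: primary human leukocytes. Exposure: 48 hr with compound.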
# B2AR arrestin: agonists driving beta-arrestin recruitment to human beta2-adrenergic receptor. P07550. 330,000 compounds, 0.02% hits. beta-arrestin recruitment to beta2AR, cell-based reporter. AID 492947. Potency, µM (series often up to 46.1 µM), for the others: at the highest dose activation, actives largely listed as activators;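 note: potency is the fitted concentration of half-maximal effect; 0% = DMSO controls and full agonism = EC100 isoproterenol or metaproterenol; nearly all actives have a fitted effect of over 65% in size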
# TSG101-PTAP inh: blocks PTAP/TSG101 interaction to inhibit HIV-1 budding | Fluorescence polarization, FITC-PTAP peptide / Tsg101 binding | Potency, µM (highest dose often 115 µM), without a hit: at the highest dose activity change, negative = inhibition, most hits filed as inhibitors | 340,000 tested, under 10 active; active = well fitted inhibition curve with a large enough effect in the main read-out, with a control signal flat, not every such curve was filed as active; inconclusive = small, poorly fitted or top-dose-only effect, or effect the other way, or a change in a side signal; inactive = no such curve, though single readings can be large or run the other way; note: potency is the fitted concentration of half-maximal effect; % of control where 0% means no effect
#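 Tsg101 binding domain (10 uM final) was mixed with compound and a FITC-labeled PTAP peptide (50 nM final) in HEPES pH 7.5 buffer with NaCl, Tween 20, EDTA and TCEP; fluorescence polarization was read after 20 min at r.t.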
# Integrin act MD: activators of alpha7 integrin expression for muscular dystrophy; 350,000 compounds, 0.064% hits; alpha7betagal myoblasts, beta-gal FDG fluorescence, 48 h; Potency, µM (top dose mostly 38.3 µM), for the others: at the top dose activation, actives largely listed as activators; AID 624291;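 note: potency is the fitted concentration of half-maximal effect; 100% = response of the positive control SU9516; nearly all actives have a fitted effect of over 60% in size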
#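 alpha7betagal+/- myoblasts (passage 13, 250/well) treated 48 h at 37C with compounds at 1:260 dilution of DMSO stock. Lysed, then beta-galactosidase activity read as FDG fluorescence (ex 480/em 540) after 30 min, with pre-read for autofluorescence.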
# * hit, by the source's call; ? = inconclusive; · = no result given; [ ] = another dose, or the depositor's remark. Unless noted, calls come from the whole dose curve; as a rule, active = well fitted curve in the direction sought with a large enough effect; inconclusive = small, poorly fitted or top-dose-only effect, or another doubt; inactive = no such curve, though single readings can be large; an effect the other way counts as inactive or inconclusive.
item	Compound	A-T KAP1 phos	TRPV1 agonist	MLL CXXC-DNA inh	ELG1 DNA repair	BRCA1 expr act
1	Nc1ccc(NC(=O)NC2CCCCC2)cc1[N+](=O)[O-]	-2%	?	30%[activator]	?	4µM*
2	COc1ccc(N/C=C/C(=O)c2ccccc2)cc1	-20%	3	-7%	?	?
3	COc1cc(C(=O)NNC(=O)c2ccc3ccccc3n2)cc(OC)c1OC	-1%	2	·	?	-24%
4	Cc1c(C(=O)NCC2CCCO2)oc2ccc3c(c12)C(=O)CC(C)(C)O3 (configuration not stated)	0%	?	1%	?	28%
5	CCCn1c2c(c(=N)c3c1CCC3)CCC2	2.5µM*	-3	-4%	18µM*	-54%
6	O=C(CSc1nc2ccsc2c(=O)n1Cc1ccc(C(=O)O)cc1)NCC1CCCO1 (configuration not stated)	0%	2	-5%	4%	-4%
7	C=CCn1c(CSCc2ccc(Cl)cc2)nnc1SCC(=O)NCc1ccccc1	5%	-1	6%	1%	0%
8	O=C(N/N=C/c1ccc(N2CCOCC2)cc1)c1ccccc1OCCOc1ccccc1	5%	2	47%[activator]	16µM*	-56%
9	O=C(CC(=O)Nc1nc(C23CC4CC(CC(C4)C2)C3)cs1)NCCO	-5%	?	-8%	-14%	-29%
10	C/C(CC(=O)Nc1ccc2c(c1)OCO2)=N\NC(=O)C(c1ccccc1)c1ccccc1	0%	6	2%	16%	-16%

item	p53 reactivator	TCR activator	B2AR arrestin	TSG101-PTAP inh	Integrin act MD
1	12%	-7%	0.2%	-4%	15%
2	-3%	1%	-0.9%	-6%	?
3	?	-1%	-0.1%	1%	-42%
4	?	3%	0.2%	-2%	-13%
5	-1%	-2%	0.0%	0%	-5%
6	11%	-5%	-2.0%	0%	5%
7	-1%	-1%	0.1%	0%	-7%
8	-3%	-2%	3.7%	20%	-22%
9	-3%	-5%	-1.2%	0%	-45%
10	23%	-1%[46.1 µM]	7.7%	-5%	6%

# Next results follow.
item	Compound	A-T KAP1 phos	TRPV1 agonist	MLL CXXC-DNA inh	ELG1 DNA repair	BRCA1 expr act
11	CCCCN1C(=O)C(=O)N(CC(=O)Nc2cc(Cl)ccc2OC)C1=O	7%	7	·	1%	-13%
12	Cc1ccc(N2CC(C(=O)NC3CCSC3=O)CC2=O)cc1 (configuration not stated)	4%	0	0%	-1%	1%
13	Cc1ccc(C(=O)N2CCNC(=O)C2CC(=O)Nc2ccc(F)cc2)cc1C (configuration not stated)	9%	0	-3%	6%	3%
14	Cc1ccc(C(=O)Nc2ccccc2OC(F)F)cc1	5%	10	4%	?	8%
15	CC1(C)Cc2cccc(OCC(=O)Nc3nccs3)c2O1	-11%	10	5%	-17%	20%
16	Cc1ccc(Cn2ccc(=O)c(OCc3ccccc3)c2C)cc1	·	3	8%	?	11µM*
17	Cc1cc2c(OCC(O)CN3CCCCC3)cccc2[nH]1 (configuration not stated)	-1%	5	7%	4%	19%
18	Cn1c(-c2csc(-c3ccccc3)n2)n[nH]c1=S	·	-2	-5%	20%	80%
19	O=c1[nH]c(-[n+]2ccc3ccccc3c2)c(/C=N/N=C(\[O-])c2ccccc2)s1	-16%	1	7%	23%	48%
20	O=C1c2ccccc2-n2c1nc1ccccc1c2=O	-7%	3	?	?	-53%

item	p53 reactivator	TCR activator	B2AR arrestin	TSG101-PTAP inh	Integrin act MD
11	0%	1%	0.2%	1%	19%
12	1%	4%	0.3%	-8%	11%
13	-8%	4%	-0.4%	1%	10%
14	15%	1%	0.2%	-2%	-2%
15	-2%	·	0.6%	-5%	8%
16	11%	-1%	0.0%	-2%	-9%
17	22%	1%	0.1%	0%	4%
18	-1%	4%	?	-4%	8%
19	19%	-5%	-1.0%	-4%	4%
20	23%	0%	-0.3%	3%	-5%

# Next section.
item	Compound	A-T KAP1 phos	TRPV1 agonist	MLL CXXC-DNA inh	ELG1 DNA repair	BRCA1 expr act
21	CCSc1nncn1/N=C/c1ccc(OC)c(OC)c1	4%	0	-4%	?	22%
22	CCn1nnnc1SCC(=O)c1cccc(OC)c1	3%	-2	2%	-8%	4%
23	CN1C(=O)[C@H]2[C@@H](C3CC3)N3C(=O)CN(Cc4ccccc4)C(=O)[C@@]3(C)[C@H]2C1=O	2%	3	-2%	21%	3%
24	Cc1ccc(CNC(=O)c2ccc3c(c2)S(=O)(=O)c2ccccc2C3=O)cc1	·	·	·	·	0%
25	COc1ccc(/C=N/OCC(=O)Nc2nc3ccccc3s2)cc1	14%	4	-4%	?	1%
26	Cc1cc(NS(=O)(=O)c2ccc(N3C(=O)C4C5C=CC(C5)C4C3=O)cc2)nc(C)n1 (configuration not stated)	3%	2	4%	6%	24%
27	Cc1cccc2nc(CSc3ccccc3N)cn12	·	·	·	·	?
28	C/C(=N\N=C1\NC(=O)C(CC(=O)Nc2ccccc2F)S1)C1CCCCC1 (configuration not stated)	10%	22	-14%	2%	-7%
29	N=c1c(C(=O)NC2CCCCC2)cc2c(=O)n3ccccc3nc2n1Cc1cccnc1	-3%	2	-7%	1%	-14%
30	CSCCC(NC(=O)/C(=C/c1ccco1)NC(=O)c1ccc(Br)o1)C(=O)O (configuration not stated)	-6%	-2	26%	-5%	-1%

item	p53 reactivator	TCR activator	B2AR arrestin	TSG101-PTAP inh	Integrin act MD
21	?	-4%	0.0%	-3%	5%
22	21%	1%	3.6%	2%	-23%
23	·	6%	-1.0%	-6%	9%
24	·	-5%	·	-1%	7%
25	?	0%[46.1 µM]	0.4%	-3%	24%
26	-2%	-4%[46.1 µM]	0.1%	0%	-3%
27	·	0%	·	-5%	20%
28	·	-3%	-0.7%	-7%	-1%
29	-5%	-1%	-0.7%	-7%	0%
30	-4%	-6%	-0.9%	-3%	22%

# Continued:
item	Compound	A-T KAP1 phos	TRPV1 agonist	MLL CXXC-DNA inh	ELG1 DNA repair	BRCA1 expr act
31	COc1cccc(CNC(C)C(=O)Nc2ccc3c(c2)OCCO3)c1 (configuration not stated)	1%	8	-1%	16%	80%
32	O=C(Nc1ncc(Cl)cn1)c1cccs1	2%	0	0%	?	13µM*
33	COc1cc(/C=C/C(=O)OCC(=O)N2CCCc3ccccc32)ccc1O	0%	·	·	?	-2%
34	OC(Cc1cccnc1)(c1ccccc1)c1ccccc1	·	·	·	·	-30%
35	Fc1cc(NC(=S)NCc2ccc(CNC(=S)Nc3ccc(Cl)c(F)c3)cc2)ccc1Cl	-13%	11	21%	-5%	-23%
36	COc1ccccc1NC(=O)c1cc[n+]([O-])cc1	-1%	-2	-4%	-17%	-2%
37	COc1ccc(C(=O)Nn2c(SCc3cccc([N+](=O)[O-])c3)nc3ccccc3c2=O)cc1	-15%	?	1%	?	-14%
38	CCC1CCCCN1CCNC(=O)c1[nH]c(C)c(C(C)=O)c1C (configuration not stated)	-9%	0	-17%	5%	-10%
39	CCOC(=O)N1CCN(C(=O)c2cccc(S(=O)(=O)Nc3ccc(OC)cc3)c2)CC1	4%	-1	·	11%	-22%
40	CCN(CC)CCCNc1nc2ccccc2c2[nH]c3ccc(OC)cc3c12	·	·	·	·	-88%
41	O=C1CCC(/C=C/c2ccccc2)=NN1Cc1ccccc1	2%	20	0%	-6%	0%

item	p53 reactivator	TCR activator	B2AR arrestin	TSG101-PTAP inh	Integrin act MD
31	8%	-1%	0.2%	-2%	-24%
32	13%	-4%	0.2%	0%	9%
33	-10%	0%[46.1 µM]	-0.1%	-2%	-16%
34	·	2%	·	0%	-4%
35	-8%	-1%	-0.1%	0%	-24%
36	2%	·	0.4%	-7%	-5%
37	64%	0%[46.1 µM]	-0.4%	-4%	-4%
38	-2%	2%	-0.4%	-1%	1%
39	-2%	4%	-0.2%	2%	-8%
40	·	-3%	·	-4%	-6%
41	-2%	0%	0.1%	-6%	16%
